LMNA splice mod: qHTS Assay for Modulators of Lamin A Splicing; HeLa LMNA splicing GFP/RFP minigene ratio, 48 h; Potency, µM (series often up to 46.1 µM), inactives show at the highest dose ratio change, negative = inhibition, actives largely listed as inhibitors; hit rate 0.01% among 200,000; active = well fitted inhibition curve with a large enough effect in the signal ratio, with a control signal flat, not every such curve was filed as active; inconclusive = small, poorly fitted or top-dose-only effect, or effect the other way, or a change in a side signal; the % refers to the signal ratio; also: potency is read from the fitted curve at half-maximal effect; % is scaled to controls: 0 for no effect and ±100 for the full control effect
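S3 HeLa cells stably expressing lamin A-EGFP splicing minigene plus DsRed2, 600 cells/well, 48 h compound exposure at 37C. Laser-scanning cytometry; analysed as GFP (500-530 nm)/RFP (575-640 nm) total intensity ratio; 0.5% DMSO vehicle.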
CBFb-RUNX1 inh: qHTS Assay for Compounds Blocking the Interaction Between CBF-beta and RUNX1 for the Treatment of Acute Myeloid Leukemia. 230,000 tested, under 10 active. Potency, µM (doses to about 59.8 µM), for inactives: at the top dose activity, negative = inhibition, usual class: inhibitors. AlphaScreen CBFb-His/RUNX1-biotin binding, biochemical. AID 1477, 2009. Runt-related transcription factor 1 (Homo sapiens) + Core-binding factor subunit beta …; also: % of control where 0% means no effect
Target sequence (Q01196 whole entry, looked up): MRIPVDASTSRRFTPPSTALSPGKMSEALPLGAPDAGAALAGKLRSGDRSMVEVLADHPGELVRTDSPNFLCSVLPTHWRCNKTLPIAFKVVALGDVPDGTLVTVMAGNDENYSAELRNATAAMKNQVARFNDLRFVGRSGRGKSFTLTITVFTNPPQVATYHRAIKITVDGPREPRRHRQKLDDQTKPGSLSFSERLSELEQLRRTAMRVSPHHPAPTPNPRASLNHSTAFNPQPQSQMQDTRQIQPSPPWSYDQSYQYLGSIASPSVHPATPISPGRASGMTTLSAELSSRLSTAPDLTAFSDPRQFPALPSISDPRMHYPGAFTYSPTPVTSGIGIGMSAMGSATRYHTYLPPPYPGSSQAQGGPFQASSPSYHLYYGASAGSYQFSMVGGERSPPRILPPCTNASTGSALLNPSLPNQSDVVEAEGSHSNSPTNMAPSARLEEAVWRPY
Target sequence (Q13951 whole entry, looked up): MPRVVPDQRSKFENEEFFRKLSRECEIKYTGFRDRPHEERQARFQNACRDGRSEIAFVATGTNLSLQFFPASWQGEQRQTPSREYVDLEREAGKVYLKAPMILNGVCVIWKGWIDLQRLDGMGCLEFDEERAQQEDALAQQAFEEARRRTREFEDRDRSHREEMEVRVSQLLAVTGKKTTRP
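Compounds were screened at multiple concentrations against a preformed CBF-beta(His)/RUNX1(biotin) complex (30 nM of each) for 15 min at room temperature, followed by 90 min with nickel and streptavidin beads and AlphaScreen reading.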
HttQ103 aggreg: qHTS Multiplex Assay to Identify Dual Action Probes in a Cell Model of Huntington: Aggregate Formation (GFP); PC12 HttQ103-GFP aggregates, Acumen cytometry, 40 h; Potency, µM (doses to about 46.1 µM), without a hit: at the highest dose activity change, negative = inhibition, hits mostly inhibitors; hit rate 1.1% among 220,000; AID 1688, 2009; also: potency is read from the fitted curve at half-maximal effect; % is scaled to controls: 0 for no effect and ±100 for the full control effect; nearly all actives have a fitted effect of over 60% in size
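Multiplexed with ATP-based cell death, this channel scores GFP aggregates in PC12 cells expressing inducible HTTex1-Q103-GFP. Induction used 100 nM tebufenozide; compounds were tested in concentration series.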
Luc counter: Counterscreen for Luciferase (Kinase-Glo TM) Inhibition | Luciferin 4-monooxygenase (Photuris pensylvanica), Q27757 | Kinase-Glo luciferase, ATP luminescence, 8 min | Potency, µM (series often up to 38.3 µM), for inactives: top-dose activity change, negative = inhibition, hits mostly inhibitors | hit rate 0.28% among 200,000; also: potency is read from the fitted curve at half-maximal effect; % is scaled to controls: 0 for no effect and ±100 for the full control effect; nearly all actives have a fitted effect of over 60% in size
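Light output from Kinase-Glo luciferase with luciferin and 10 uM ATP in 50 mM imidazole pH 7.2, KCl, MgCl2, Tween 20, BSA; compound pin-delivered, 8-min ambient incubation, then luminescence read.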
SMN2 splice enh: qHTS Assay for Enhancers of SMN2 Splice Variant Expression. HEK293 SMN2-luciferase splicing reporter, luminescence, 30-36 h. Potency, µM (series often up to 46.1 µM), for the others: at the top dose activity change, positive = activation, actives largely listed as activators. hit rate 2.8% among 210,000. AID 1458, 2008; also: potency is read from the fitted curve at half-maximal effect; % of control where 0% means no effect; nearly all actives have a fitted effect of over 55% in size
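qHTS luciferase splicing reporter: luminescence rises when SMN2 exon 7 is included in transfected HEK293 cells. Compound exposure lasted 30-36 h at 37C, with 4.5 mM final sodium butyrate as control, followed by a ONE-Glo read.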
IMPase Li inh: qHTS Assay for Identifying the Cell-Membrane Permeable IMPase Inhibitors: Potentiation with Lithium | CHO-M1 cells, IP1 TR-FRET (IP-One), carbachol + lithium | Potency, µM (highest dose often 59.4 µM), for the others: at the highest dose activity, negative = IMPase inhibition, most hits filed as inhibitors | hit rate 0.35% among 210,000 | AID 1457, 2008;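 also: IP1 builds up when IMPase is blocked and the TR-FRET signal falls; potency is read from the fitted curve at half-maximal effect; plate controls were basal vehicle for no effect and high inhibitor control for full effect; nearly all actives have a fitted effect of over 50% in size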
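Lithium-sensitised IP1 accumulation assay; M1-expressing CHO cells treated 30 min at 37C with compound. Competitive antibody detection by time-resolved FRET followed a 10 min room-temperature lysis step.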
HTT cytoprotect: qHTS Multiplex Assay to Identify Dual Action Probes in a Cell Model of Huntington: Cytoprotection (ATP); PC12 HTT-Q103 induced, cytoprotection, ATP luminescence, 40 h; Potency, µM (doses to about 56.4 µM), for the others: cytoprotection (ATP increase), most hits filed as activators; hit rate 0.14% among 230,000; AID 1471, 2008;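 also: potency is read from the fitted curve at half-maximal effect; % of control where 0% means no effect; nearly all actives have a fitted effect of over 45% in size; toxic huntingtin expression switched on by the ecdysone agonist tebufenozide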
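PC12 cells with ecdysone-inducible HTT exon 1 Q103-GFP, induced with 100 nM tebufenozide and co-treated with library compounds in a dose series (1536-well, 1500 cells/well). Cytoprotection read as ATP content by ATPlite luminescence.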
Numbers without * were called inactive; & = joins results of further samples; [ ] = remark or other dose. Unless noted, calls follow the shape of the dose curve; as a rule, active = well fitted curve in the direction sought with a large enough effect; inconclusive = small, poorly fitted or top-dose-only effect, or another doubt; inactive = no such curve, though single readings can be large; an effect the other way counts as inactive or inconclusive.

What do the screens show for `Cc1cc(Cl)ccc1NC(=S)N1CCOCC1`?
LMNA splice mod: 1%; CBFb-RUNX1 inh: -5%; HttQ103 aggreg: 13%; Luc counter: -1%; SMN2 splice enh: 14%; IMPase Li inh: -3%; HTT cytoprotect: -9%[0.074 µM]

Results for O=C(c1ccc(CN2CCOCC2)cc1)N1CCN(c2cccc(Cl)c2)CC1 ?
LMNA splice mod: -14%; CBFb-RUNX1 inh: 4%; HttQ103 aggreg: -3%; Luc counter: -5%; SMN2 splice enh: -30%[inhibitor]; IMPase Li inh: 27%[38.3 µM]; HTT cytoprotect: 26%

How did CC(CC(=O)O)(CC(=O)O)c1ccccc1 do in these assays?
Luc counter: -2%[7.66 µM]; SMN2 splice enh: -6%[9.22 µM]; IMPase Li inh: 5%; HTT cytoprotect: -19%[10 µM]

Results for COCCNC(=O)C1c2cc(OC)c(OC)cc2C(=O)N(C)C1c1cccnc1 (stereo not given) ?
LMNA splice mod: 5%; CBFb-RUNX1 inh: 7%; HttQ103 aggreg: 6%; Luc counter: -3%; SMN2 splice enh: -17%; IMPase Li inh: -1%[38.3 µM]; HTT cytoprotect: -13%

How did O=C(O)CC(NC(=O)c1ccc2c(c1)OCO2)c1cccc([N+](=O)[O-])c1 (stereo not given) do in these assays?
LMNA splice mod: 18%[9.22 µM]; CBFb-RUNX1 inh: -8%; HttQ103 aggreg: -20%; Luc counter: 1%; SMN2 splice enh: -11%; IMPase Li inh: 1%; HTT cytoprotect: -12%

Results for Cc1cccc(S(=O)(=O)NC(Cc2c[nH]c3ccccc23)C(=O)O)c1 (stereo not given) ?
LMNA splice mod: -16%; CBFb-RUNX1 inh: 6%; HttQ103 aggreg: 12%; Luc counter: 2%; SMN2 splice enh: 17%; IMPase Li inh: 4%; HTT cytoprotect: 15%[10 µM]

What do the screens show for `CNc1nc(-c2ccccc2)[n+](-c2ccc(C)cc2)s1`?
LMNA splice mod: inconclusive; CBFb-RUNX1 inh: -4%; HttQ103 aggreg: 13%; HTT cytoprotect: 2%[10 µM]

What do the screens show for `CC(=O)O/N=C(\N)c1ccc(-c2csnn2)cc1`?
CBFb-RUNX1 inh: 5%; HttQ103 aggreg: -7%[9.22 µM]; HTT cytoprotect: 6%[10 µM]

How did CCOC(=O)CNC(=O)CSc1nnc(-c2ccc(OC)cc2)n1CC do in these assays?
LMNA splice mod: -13%; CBFb-RUNX1 inh: 5%; HttQ103 aggreg: 11%; Luc counter: -1%; SMN2 splice enh: -1%; IMPase Li inh: 7%; HTT cytoprotect: 31%[10 µM]

How did Fc1cccc(-c2csc(-c3ccno3)n2)c1 do in these assays?
CBFb-RUNX1 inh: 10%; HttQ103 aggreg: 5%[9.22 µM]; HTT cytoprotect: 21%[10 µM]

What do the screens show for `COc1ccccc1C(=O)Nc1ccc(NC(=O)c2ccco2)c(C)c1`?
LMNA splice mod: -12%; CBFb-RUNX1 inh: -2%; HttQ103 aggreg: -19%; Luc counter: 10µM*; SMN2 splice enh: 0%; IMPase Li inh: -17%[38.3 µM]; HTT cytoprotect: -27%

Results for CS(=O)(=O)N(CC(=O)NCCC1=CCCCC1)c1cccc([N+](=O)[O-])c1 ?
LMNA splice mod: inconclusive; CBFb-RUNX1 inh: -2%; HttQ103 aggreg: 18%[9.22 µM]; Luc counter: -1%; SMN2 splice enh: -19%; IMPase Li inh: -3%; HTT cytoprotect: -55%[inhibitor]

What do the screens show for `CCn1c(CNC(=O)COc2ccc(C(C)C)cc2)nnc1SCC(=O)Nc1ccccc1F`?
LMNA splice mod: -5%; CBFb-RUNX1 inh: -3%; HttQ103 aggreg: 19%; Luc counter: -5%; SMN2 splice enh: 6%; IMPase Li inh: 29%[38.3 µM]; HTT cytoprotect: -3%

What do the screens show for `Cn1c(=O)c2c(nc(CN3CCN(c4ccccc4F)CC3)n2CCN2CCOCC2)n(C)c1=O`?
LMNA splice mod: -6%; CBFb-RUNX1 inh: 0%; HttQ103 aggreg: 9%; Luc counter: 2%; SMN2 splice enh: 27%; IMPase Li inh: 1%; HTT cytoprotect: -4%[10 µM]

Results for NNC(=O)Cn1cnc2ccccc21 ?
LMNA splice mod: -2%[46 µM]; CBFb-RUNX1 inh: 3%; HttQ103 aggreg: 0%; Luc counter: 0%; SMN2 splice enh: 6%; IMPase Li inh: -6%; HTT cytoprotect: -21%

Results for Cc1ccsc1/C=N\NC(=O)Cn1nnc2ccccc21 ?
LMNA splice mod: inconclusive; CBFb-RUNX1 inh: 3%; HttQ103 aggreg: 4%; Luc counter: -1%; SMN2 splice enh: 3%; IMPase Li inh: 5%; HTT cytoprotect: 14%[10 µM]

Results for Cc1[nH]n(-c2ccccc2)c(=O)c1C=NCCc1ccccc1 ?
LMNA splice mod: 1%[46 µM]; CBFb-RUNX1 inh: 0%; HttQ103 aggreg: 3%; Luc counter: 2%; SMN2 splice enh: 11%; IMPase Li inh: 6%; HTT cytoprotect: -35%[inhibitor]

How did Cc1ccc2nc(-c3ccco3)c(Nc3ccccc3)n2c1 do in these assays?
LMNA splice mod: 4%; CBFb-RUNX1 inh: -7%; HttQ103 aggreg: inconclusive; Luc counter: -2%; SMN2 splice enh: -5%; IMPase Li inh: 0%; HTT cytoprotect: -10%[10 µM]

Results for COc1ccc(CNC(=O)c2c(C)oc3c2C(=O)c2ccccc2C3=O)cc1 ?
LMNA splice mod: inconclusive; CBFb-RUNX1 inh: 0%[2.36 µM]; HttQ103 aggreg: inconclusive; Luc counter: -3%; SMN2 splice enh: -111%[inhibitor]; IMPase Li inh: 15%

How did CC(NCC(O)c1ccc([N+](=O)[O-])cc1)C12CC3CC(CC(C3)C1)C2 (stereo not given) do in these assays?
CBFb-RUNX1 inh: 0%; HttQ103 aggreg: -10%[9.22 µM]; HTT cytoprotect: 12%[10 µM]

Compounds above containing a furan ring, fused or not, in the order listed:
What do the screens show for `COc1ccccc1C(=O)Nc1ccc(NC(=O)c2ccco2)c(C)c1`?
LMNA splice mod: -12%; CBFb-RUNX1 inh: -2%; HttQ103 aggreg: -19%; Luc counter: 10µM*; SMN2 splice enh: 0%; IMPase Li inh: -17%[38.3 µM]; HTT cytoprotect: -27%

How did Cc1ccc2nc(-c3ccco3)c(Nc3ccccc3)n2c1 do in these assays?
LMNA splice mod: 4%; CBFb-RUNX1 inh: -7%; HttQ103 aggreg: inconclusive; Luc counter: -2%; SMN2 splice enh: -5%; IMPase Li inh: 0%; HTT cytoprotect: -10%[10 µM]

Results for COc1ccc(CNC(=O)c2c(C)oc3c2C(=O)c2ccccc2C3=O)cc1 ?
LMNA splice mod: inconclusive; CBFb-RUNX1 inh: 0%[2.36 µM]; HttQ103 aggreg: inconclusive; Luc counter: -3%; SMN2 splice enh: -111%[inhibitor]; IMPase Li inh: 15%

Further results
Results for COC(=O)c1nc(NC(=O)C(C)(C)C)n[nH]1 ?
LMNA splice mod: 7%; CBFb-RUNX1 inh: 1%; HttQ103 aggreg: 9%; Luc counter: 3%; SMN2 splice enh: 2%; IMPase Li inh: 15%[38.3 µM]; HTT cytoprotect: -7%[10 µM]

How did O=C(COCC(=O)N/N=C/c1ccccc1F)N/N=C/c1ccccc1F do in these assays?
LMNA splice mod: -10%; CBFb-RUNX1 inh: 5%; HttQ103 aggreg: -4%; Luc counter: -5%; SMN2 splice enh: 8%; IMPase Li inh: 19%; HTT cytoprotect: -14%[10 µM]

What do the screens show for `NS(=O)(=O)c1ccc(NC(=S)N2CCN(c3ccccc3Cl)CC2)cc1`?
LMNA splice mod: inconclusive; CBFb-RUNX1 inh: -2%; HttQ103 aggreg: -10%; Luc counter: 2%; SMN2 splice enh: -46%[inhibitor]; IMPase Li inh: -1%

What do the screens show for `COCCSc1nnc(NS(=O)(=O)c2ccc(F)cc2)s1`?
LMNA splice mod: 15%[46 µM]; CBFb-RUNX1 inh: -2%; Luc counter: 2%; SMN2 splice enh: 12%; IMPase Li inh: 0%

What do the screens show for `O=C(Cn1cnc2c(cnn2-c2ccc(Cl)cc2)c1=O)NCC1CCCO1` (stereo not given)?
LMNA splice mod: 11%; CBFb-RUNX1 inh: 0%; HttQ103 aggreg: -20%; Luc counter: 2%; SMN2 splice enh: -12%; IMPase Li inh: 7%[38.3 µM]; HTT cytoprotect: 1%

What do the screens show for `Cc1ccc(S(=O)(=O)N2CCC(C(=O)N3Cc4ccccc4C3)CC2)cc1`?
LMNA splice mod: inconclusive; CBFb-RUNX1 inh: 2%; HttQ103 aggreg: -9%; Luc counter: 0%; SMN2 splice enh: -35%[inhibitor]; IMPase Li inh: 4%[38.3 µM]; HTT cytoprotect: -13%

How did COc1cc(-n2c(N)c(C(=O)NCc3ccco3)c3nc4ccccc4nc32)cc(OC)c1OC do in these assays?
LMNA splice mod: -10%; CBFb-RUNX1 inh: 1%; HttQ103 aggreg: -19%; Luc counter: 4%; SMN2 splice enh: -28%; IMPase Li inh: -13%

What do the screens show for `CCOC(=O)C1=C(c2ccccc2)NC(SCC(=O)NC2CCCCC2)=C(C#N)C1c1ccco1` (stereo not given)?
LMNA splice mod: 4%; CBFb-RUNX1 inh: 4%; HttQ103 aggreg: inconclusive; Luc counter: 0%; SMN2 splice enh: -11%; IMPase Li inh: -4%[38.3 µM]; HTT cytoprotect: -12%[0.074 µM]

Results for COc1ccc(N/C=C/C(=O)C(F)(F)F)cc1 ?
LMNA splice mod: 19%; CBFb-RUNX1 inh: 13%; HttQ103 aggreg: -1%; Luc counter: 11%; SMN2 splice enh: -8%; IMPase Li inh: 2%; HTT cytoprotect: -3%[10 µM]

How did CCC(C(=O)NC1CCCCC1)n1c(SCc2ccccc2F)nc2ccncc21 (stereo not given) do in these assays?
LMNA splice mod: -5%; CBFb-RUNX1 inh: 3%[2.36 µM]; HttQ103 aggreg: 15%; Luc counter: -3%; SMN2 splice enh: 2%&19%; IMPase Li inh: 16%
